# TCR-CD3 inh: inhibitors of human TCR-CD3 interaction | 0.37% of 360,000 active | inhibition, % at 9.4 µM | TAMRA-labeled TCR probe fluorescence, biochemical; in the data active = inhibition above about 19%;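 note: recombinant mutant TCR 2C K166C tagged with TAMRA read by polarization; 0% = receptor in buffer alone and 100% = receptor with positive control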
# Tn6 DDE FP: DD(E)-Tn6 binding inhibition, primary FP screen; inhibition, % at 8.3 µM; Fibrin DD(E) TRITC-Tn6 fluorescence polarization displacement; AID 720509; P02675; 0.21% of 370,000 active;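 active = inhibition above a per-campaign cutoff: mean of compounds within control limits plus 3 SD, cut at about 15% in these data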;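 note: 0% = median of all compound wells on the plate and 100% = blocking peptide control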
# Target sequence (P02675 whole entry, looked up): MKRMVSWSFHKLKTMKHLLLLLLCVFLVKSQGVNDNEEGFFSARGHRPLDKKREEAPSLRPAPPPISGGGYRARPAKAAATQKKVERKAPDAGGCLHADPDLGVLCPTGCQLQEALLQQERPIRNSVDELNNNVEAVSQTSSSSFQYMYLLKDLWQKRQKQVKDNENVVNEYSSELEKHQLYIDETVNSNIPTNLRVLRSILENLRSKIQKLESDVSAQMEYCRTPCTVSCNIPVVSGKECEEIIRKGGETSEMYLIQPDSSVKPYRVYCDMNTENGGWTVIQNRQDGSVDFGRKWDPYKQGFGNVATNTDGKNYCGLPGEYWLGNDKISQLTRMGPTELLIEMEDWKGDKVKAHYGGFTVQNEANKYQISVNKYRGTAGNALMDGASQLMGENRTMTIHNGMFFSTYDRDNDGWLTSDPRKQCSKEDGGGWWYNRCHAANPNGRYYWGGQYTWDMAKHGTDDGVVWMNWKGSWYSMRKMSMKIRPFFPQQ
# proKLK7 act: activates the human kallikrein-7 zymogen; purified proKLK7, EDANS-DABCYL substrate fluorescence; 100% is mature enzyme control, 0% vehicle; activation, % at 7 µM; 0.9% of 370,000 active; AID 652039;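 active = activation above the mean of all tested compounds plus 3 SD, computed per campaign excluding outliers beyond control limits, cut at about 13% in these data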
# UHRF1 binding: blocks human UHRF1 binding to methylated DNA | Q96T88 | UHRF1 binding to methylated oligo, TR-FRET | inhibition, % at 4.4 µM | 0.75% of 370,000 active; in the data active = inhibition above about 21%;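 note: UHRF1 SRA domain binding a hemimethylated CpG hairpin DNA probe; 0% = median of test compound wells and 100% = reference inhibitor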
# PRMT1 inh: PRMT1 (human) inhibition, primary screen. Q99873. recombinant PRMT1, activity-based probe fluorescence polarization. inhibition, % at 2.79 µM. 1.3% of 370,000 active. AID 652257;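 active = inhibition above about 21% made by adding two undisclosed values, limit read from the data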
# Target sequence (Q99873 whole entry, looked up): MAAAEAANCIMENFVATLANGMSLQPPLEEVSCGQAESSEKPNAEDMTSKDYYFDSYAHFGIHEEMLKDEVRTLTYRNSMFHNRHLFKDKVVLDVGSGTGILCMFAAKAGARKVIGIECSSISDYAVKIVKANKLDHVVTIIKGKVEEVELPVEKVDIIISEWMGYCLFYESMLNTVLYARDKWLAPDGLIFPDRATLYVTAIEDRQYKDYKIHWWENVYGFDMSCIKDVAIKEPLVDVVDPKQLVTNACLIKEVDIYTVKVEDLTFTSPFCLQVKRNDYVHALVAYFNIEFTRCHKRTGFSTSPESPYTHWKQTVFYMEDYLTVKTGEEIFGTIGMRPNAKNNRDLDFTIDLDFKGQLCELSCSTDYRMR
# SIAE primary: blocks human sialic acid acetylesterase. Q9HAT2. SIAE FP-Rh probe binding, fluorescence polarization. inhibition, % at 9.66 µM. 0.69% of 370,000 active;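 active = inhibition above a cutoff: mean of compounds within the control limits plus 3 SD of those, cut at about 17% in these data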;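 note: 0% = plate median of compound wells and 100% = probe without SIAE protein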
# TDP2 inh: TDP2 (human) inhibition, absorbance primary screen; O95551; recombinant TDP2, T5PNP hydrolysis, p-nitrophenol absorbance 415 nm; inhibition, % at 12.8 µM; 0.34% of 370,000 active; AID 720702;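 active = inhibition above the mean of all tested compounds plus 3 SD, set per campaign, cut at about 25% in these data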;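 note: 0% = DMSO with enzyme and 100% = buffer with substrate but no TDP2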
#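 Assay system: recombinant human TDP2 / Reagent: T5PNP substrate at 5 mM, a TopII-DNA adduct mimic / Measured by: epi absorbance from released p-nitrophenol / Evaluation: % inhibition relative to enzyme-containing and enzyme-free wells / Control set: enzyme-free and DMSO wells / Replicates: each compound tested once, singlicate / Schedule: enzyme reaction with compound for 2 h at 37 °C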
# LEDGF integ inh: blocks HIV-1 LEDGF/p75-dependent DNA integration; inhibition, % at 3.7 µM; AID 743269; 0.64% of 370,000 active; TR-FRET IN-LEDGF/p75 DNA integration, Eu/Cy5;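 active = inhibition above the screen-wide mean plus 3 SD, cut at about 13% in these data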;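 note: signal is the Cy5 over europium emission ratio at 671 and 618 nm; 0% = plate median of compound wells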
# DDE Tn7 FP inh: disrupts Tn7 cyclic peptide binding to fibrin D-Dimer-E complex; 0.13% of 370,000 active; FP displacement of FITC-Tn7 peptide from fibrin DD(E); 0% = median of compound wells per plate; P02675; inhibition, % at 8.3 µM;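 active = inhibition above the mean of compounds falling within the control limits plus 3 SD of them, cut at about 14% in these data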;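 note: 0% = plate median of compound wells and 100% = 10 µM Aha-Tn7 peptide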
#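 Test system – human fibrin DD(E) · Times – 10 min preincubation, 3 h with tracer, room temperature · Detection – fluorescence polarization of the labelled Tn7 tracer · Measure – percent inhibition normalized to high-control wells · Benchmarks – high control wells with 10 µM unlabelled Aha-Tn7 peptide (full inhibition) · Repeats – singlicate testing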
# MBD2 inh: inhibitors of human MBD2 binding to methylated oligonucleotide; Q9UBB5; TR-FRET; inhibition, % at 4.4 µM; 0.31% of 370,000 active; AID 686964; in the data active = inhibition above about 13%
# * hit, by the source's call; . = not tested or not shown.
SMILES,TCR-CD3 inh,Tn6 DDE FP,proKLK7 act,UHRF1 binding,PRMT1 inh,SIAE primary,TDP2 inh,LEDGF integ inh,DDE Tn7 FP inh,MBD2 inh
O=C(Nc1ccc2c(c1)OCCO2)C1CCN(S(=O)(=O)c2ccc3c(c2)OCCO3)CC1,-3,8,-0.1,-2,1,-4,2,2,8,2
O=C(N/N=C/c1ccc([N+](=O)[O-])o1)c1cn2ccc3ccccc3c2n1,8,-2,0.6,-3,3,3,9,0,1,-4
O=C(O)c1cccc(NCc2cccnc2)c1,-1,-4,0.0,0,1,0,3,-1,-1,-3
COc1ccc(CC(=O)NNS(=O)(=O)c2ccc([N+](=O)[O-])cc2)cc1OC,9,2,0.3,1,-1,3,13,1,1,-1
O=C(/C(=C/O)N=Nc1cccc(C(F)(F)F)c1)c1ccccc1,4,-4,0.5,-3,-2,2,-3,5,-10,4
CC(C)C[C@@H](CN1CCC[C@H]1CN1C(=O)C(=O)NC[C@@H]1Cc1ccccc1)N1C[C@H](Cc2ccccc2)N(CC2CCCCCC2)C(=O)C1=O,8,-1,0.6,1,-1,2,-4,-6,4,0
O=C(O)C1CC(=O)N(c2ccc(F)c(F)c2)C1 (stereo not given),0,-11,-0.5,2,3,8,-2,4,-9,3
COc1ccc([C@@H]2[C@@H](C(=O)C(C)(C)C)N3N=Cc4ccccc4[C@@H]3C23C(=O)OC(C)(C)OC3=O)cc1OC,3,13,0.3,1,8,4,11,1,0,-1
Cc1ccc(NC(=O)CN2C(=O)COc3ccc(S(=O)(=O)N4CCOCC4)cc32)cc1F,-1,-4,0.1,2,-1,0,16,-2,3,1
CCCCn1nnnc1C1c2ccccc2OCC(=O)N1Cc1ccc2c(c1)OCO2 (stereo not given),.,-4,0.0,-2,0,-5,-1,2,8,2
O=C(c1csc2ccccc12)n1cccn1,-3,-2,-0.1,2,0,-4,-5,-3,-1,-3
Cc1cc(C)cc(OCc2ccc(C(=O)NN)o2)c1,3,5,0.1,-4,-3,0,-14,1,-6,-5
OCC[C@@H]1C[C@@H](O)[C@H](O)[C@@]2(Cc3ccccc3CO2)O1,-2,-3,-0.3,-2,-2,1,4,0,5,2
COc1ccsc1C(=O)N1CCN(Cc2ccc3c(c2)OCO3)CC1,2,-1,0.2,-3,-4,8,6,1,6,-5
CC(=O)c1sc(NC(=O)c2ccc(COc3ccccc3Cl)o2)nc1C,-1,13,0.4,-3,0,-14,18,-1,-6,2
CCCCNC(=O)CCn1nc(-c2ccc(Cl)cc2)ccc1=O,7,-6,-0.2,-1,-6,0,29*,0,1,0
O=[n+]1c2c(n([O-])c3c1CCC3)CCCC2,2,0,0.0,-3,-2,-4,9,-3,-2,-3
CNC(=S)N(CCCN(C)C)Cc1cc2cc3c(cc2[nH]c1=O)OCCO3,-11,-3,2.6,5,-1,0,7,0,-1,3
CSc1nc(-c2ccccc2)nc(NC(=O)C(C)C)c1C(C)=O,6,-2,-0.4,-1,-6,0,-1,7,-6,2
CCCCOc1ccc(C(=O)Nc2ccc3c(c2)C(=O)NC3=O)cc1,3,5,-2.3,-1,-4,-4,10,-3,10,-2
Cc1ccc(NC(=O)C(C)OC(=O)/C=C/c2ccccc2)cc1 (stereo not given),2,-1,-0.1,-1,1,-1,-1,-1,-3,1
O=C(c1cc(COc2cccc(C(F)(F)F)c2)on1)N1CCCC1,1,0,0.2,0,0,-1,3,-1,3,5
O=C(NC1=NCCS1)c1cccc(OC(F)F)c1,0,1,-0.1,-1,-2,-1,3,4,-2,3
CC(=O)c1nnn(-c2cccc(C#N)c2)c1C,9,-2,-0.6,10,-1,-8,0,-1,9,1
CCCCn1c(N)c(N(CCOC)C(=O)CSCc2cccc(C)c2)c(=O)[nH]c1=O,-1,-1,-0.5,4,-2,6,-6,2,0,-5

# Overlap with the part before: 2 compounds; new compounds follow.
SMILES,TCR-CD3 inh,Tn6 DDE FP,proKLK7 act,UHRF1 binding,PRMT1 inh,SIAE primary,TDP2 inh,LEDGF integ inh,DDE Tn7 FP inh,MBD2 inh
CC(=O)c1nnn(-c2cccc(C#N)c2)c1C,9,-2,-0.6,10,-1,-8,0,-1,9,1
CCCCn1c(N)c(N(CCOC)C(=O)CSCc2cccc(C)c2)c(=O)[nH]c1=O,-1,-1,-0.5,4,-2,6,-6,2,0,-5
Cn1cc(C(=O)NCC2COc3ccccc3O2)c(=O)c2cc(S(=O)(=O)N3CCCCC3)ccc21 (stereo not given),6,-1,0.0,1,0,-3,-4,-2,0,1
CCOC(=O)N1CCC(Nc2nc3ccccc3nc2NS(=O)(=O)c2ccc(Cl)cc2)CC1,4,8,-0.3,-1,1,3,2,0,-5,-1
CCN(CC)S(=O)(=O)c1ccc2c(c1)oc(=O)n2CC(=O)NC1CCCCC1,-6,-1,0.3,8,18,9,-15,-2,-3,-2
COc1ccc2nc3n(c(=O)c2c1)-c1ncccc1C(=O)NC3Cc1ccccc1 (stereo not given),3,0,0.3,0,0,-4,-5,-3,5,0
O=C(COC(=O)/C=C/c1ccc2ccccc2n1)NNC(=O)c1ccc([N+](=O)[O-])cc1,0,4,0.7,-3,-3,-8,-1,-1,-2,-4
Cc1ccc(-c2csc(NC(=O)c3cnccn3)n2)cc1C,8,-9,0.2,-2,-1,-5,8,0,-9,1
O=C(NCC(=O)N1CCCCC1)c1ccc(Cl)cc1Cl,-4,8,-0.3,-2,1,-2,-4,0,-5,2
Cc1cc(C)cc(NC(=O)Cn2c(=O)oc3cc(S(=O)(=O)N4CC(C)CC(C)C4)ccc32)c1 (stereo not given),5,4,0.1,0,-1,-102,-3,-5,-5,-1
CCSCc1nnc(SCC(=O)c2ccc(OC)cc2)n1C,4,1,0.7,2,1,-4,1,-2,10,-2
Cc1ccc(S(=O)(=O)CCN2C=CC(C(F)(F)F)=NCC2)cc1,-4,5,-0.4,4,-1,-2,-20,3,-4,-3
COc1ccc(N2CCN(c3cc(C(=O)Nc4cc(OC)c(OC)c(OC)c4)ncn3)CC2)cc1OC,6,-4,0.3,-1,-1,7,-7,5,6,-1
C=COCCNC(=O)C(=O)NCC(C)C,-2,-3,0.1,0,-1,6,2,-2,0,8
Cc1cc(=O)[nH]c(SCC(=O)N2CCN(C(c3ccccc3)c3ccccc3)CC2)n1,4,2,0.6,0,-2,-3,3,-2,-6,-1
COc1cc(S(=O)(=O)N(CCc2ccccc2)Cc2cccs2)ccc1-n1cnnn1,-1,-4,-0.1,-3,-2,1,5,-1,5,3
CCOC(=O)c1ccc(NC(=O)c2nc[nH]c2C(=O)NCc2ccccc2)cc1,6,13,-1.4,-2,0,-31,-10,-5,1,-8
N#Cc1c(NC(=O)CSc2nc(N)cc(=O)[nH]2)sc2c1CCCC2,3,2,0.4,20,0,-2,-1,1,-1,5
O=C(NCC1CCCO1)c1ccc2[nH]c3c(c2c1)CCCC3 (stereo not given),0,2,2.7,0,1,12,3,-4,2,-6
O=C(Nc1ccc(OC(F)(F)F)cc1)c1ccc2nccnc2c1,-3,-5,0.1,2,4,-4,-14,3,4,-3
CC(C)C1C(c2ccccc2)N(C)C(c2ccccc2)CC1(O)c1ccccc1 (stereo not given),2,1,-0.8,0,-2,2,-3,-2,-3,-4
O=C(NC(=S)NC1CCCCCCCCCCC1)c1cccnc1,1,1,-0.4,-1,0,0,-3,1,-1,1
c1ccc(-c2nc3ccccc3o2)nc1,1,-5,0.6,-1,0,-2,-12,1,8,3
COc1ccc(NC(=O)c2cc(-c3cc(F)ccc3OC(C)C)n[nH]2)cc1OC,1,2,-0.4,-3,0,0,5,0,-4,-5
N#Cc1nc(-c2ccc(OCc3ccc(Cl)cc3)cc2)oc1NCCCn1ccnc1,-1,-3,-0.8,0,-4,11,7,-4,-4,-2
NS(=O)(=O)c1cc(C(=O)OCC(=O)N2CCOCC2)ccc1Cl,5,-5,-0.2,12,3,6,2,0,8,-2
CCCC(=O)N1CCCC(C(=O)c2ccc(OC)c(OC)c2)C1 (stereo not given),4,0,0.0,0,-4,-7,-4,3,-7,5
SMILES,TCR-CD3 inh,Tn6 DDE FP,proKLK7 act,UHRF1 binding,PRMT1 inh,SIAE primary,TDP2 inh,LEDGF integ inh,DDE Tn7 FP inh,MBD2 inh
O=C(c1ccco1)N1CCN(CC(=O)N2CCCc3c2c(=O)oc2ccc(O)cc32)CC1,0,10,0.1,0,-1,15,0,-2,-3,-4
COc1ccc([C@H](OC)[C@@]2(Cc3ccc(O)cc3)N=C(N)N(C)C2=O)cc1,5,-1,-0.1,1,5,-2,3,2,3,0
Cn1c(N)c(C(=O)COC(=O)c2ccc(-c3ccccc3)cc2)c(=O)n(C)c1=O,3,-7,-0.1,-1,-3,-10,-5,-3,4,-3
O=C(c1cccc(S(=O)(=O)N2CCCC2)c1)N1CCN(c2ccccc2F)CC1,3,0,0.2,0,-4,5,0,-1,4,-5
Cc1ccn(CC(=O)N/N=C/c2cc([N+](=O)[O-])ccc2O)n1,-5,8,0.4,1,-3,3,-16,-5,0,0
OC(COc1ccc(C2C=CCC2)cc1)CN1CCCCC1 (stereo not given),-4,4,-0.8,3,-2,0,-2,2,-7,0
CCOC(=O)CSc1nc2ccccc2c(=O)n1CCN1CCOCC1,0,-16,0.0,3,15,-4,-13,-2,-4,0
CSCC[C@H](N)C(=O)N1CCC(C(=O)N[C@H](C)C(=O)NC(C)c2ccccc2)CC1 (stereo not given in full),-1,-1,-0.5,-2,-2,3,4,3,4,0
CC1=C(C(=O)N2CCOCC2)C(c2ccc(C)cc2)NC(=S)N1 (stereo not given),-5,3,-0.4,-3,2,8,3,-4,-4,0
Cc1ccc(C(C)C)cc1OCC(=O)N1CCN(C(=O)c2ccco2)CC1,9,-3,0.7,1,-4,-5,2,-2,-1,2
Cc1ccccc1NCC(=O)c1ccc(Br)cc1,5,0,-0.4,-7,-3,9,3,6,6,-5
CCSC1=C(C#N)C(=O)n2c1cc1c2CCCC1,2,1,0.5,2,2,8,8,-1,4,-2
COc1ccc(NC(=O)c2ccco2)c(NC(=O)Cc2cccs2)c1,0,-6,0.6,2,-3,0,2,-2,-3,2
Cn1nc(C(=O)NCc2ccc(F)cc2)c2c1-c1ccccc1S(=O)(=O)C2,-1,-15,0.4,5,-2,-4,8,3,3,5
Cc1c(NC(=O)C(C)OC(=O)c2cccs2)c(=O)n(-c2ccccc2)n1C (stereo not given),5,-3,-0.3,4,-6,-8,-15,6,-8,-2
O=C(COC(=O)CNC(=O)C1CCCCC1)Nc1ccc(F)c([N+](=O)[O-])c1,-1,-10,0.1,0,-4,-1,7,4,0,-2

# Of the compounds above, these have two or more sulfur atoms.
SMILES,TCR-CD3 inh,Tn6 DDE FP,proKLK7 act,UHRF1 binding,PRMT1 inh,SIAE primary,TDP2 inh,LEDGF integ inh,DDE Tn7 FP inh,MBD2 inh
CCSCc1nnc(SCC(=O)c2ccc(OC)cc2)n1C,4,1,0.7,2,1,-4,1,-2,10,-2
COc1cc(S(=O)(=O)N(CCc2ccccc2)Cc2cccs2)ccc1-n1cnnn1,-1,-4,-0.1,-3,-2,1,5,-1,5,3
N#Cc1c(NC(=O)CSc2nc(N)cc(=O)[nH]2)sc2c1CCCC2,3,2,0.4,20,0,-2,-1,1,-1,5
